# Screening data as filed in PubChem BioAssay.
# LYPLA1 inh = counter-screen for PME1 inhibitors: inhibitors of human LYPLA1; 320,000 tested, 0.16% active; inhibition, % at 5.9 µM; recombinant LYPLA1, FP-Rh probe fluorescence polarization;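 active = inhibition above the mean of all tested compounds plus 3 SD, set per campaign, cut at about 14% in these data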;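 note: inhibitors block serine hydrolase probe labeling of LYPLA1 so polarization falls; 0% = enzyme with DMSO and 100% = wells lacking LYPLA1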
# PME-1 primary = blocks human protein phosphatase methylesterase 1; Q9Y570; recombinant PME-1, FP-Rh probe fluorescence polarization; inhibition, % at 5.9 µM; 320,000 tested, 0.53% active; AID 2130;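 active = inhibition above the campaign mean of all compounds plus 3 SD, cut at about 26% in these data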;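 note: competitive labeling of PME-1 active site by serine hydrolase directed probe; 0% = PME-1 with DMSO and 100% = wells lacking PME-1 enzyme; inhibitors block probe labeling so polarization falls and inhibition rises; many of its hits are not listed in these tables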
# PREPL inh = human PREPL enzyme inhibition | Q4J6C6 | recombinant PREPL, fluorescence polarization activity-based probe | inhibition, % at 5.96 µM | 320,000 tested, 0.68% active; in the data active = inhibition above about 43%;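 note: 0% = enzyme with DMSO and 100% = wells lacking enzyme; many of its hits are not listed in these tables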
# PAFAH1B2 inh = blocks human PAF acetylhydrolase 1b catalytic subunit 2 | P68402 | recombinant PAFAH1B2, FP-rhodamine activity probe, fluorescence polarization | inhibition, % at 3.39 µM | 340,000 tested, 1.2% active | AID 492953;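 active = inhibition above the mean of all tested compounds plus 3 SD, cut at about 24% in these data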;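 note: 0% = enzyme with DMSO and 100% = wells lacking PAFAH1B2; many of its hits are not listed in these tables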
# GSTO1 counter = GSTO1 inhibition, counter-screen for RBBP9 inhibitors; 300,000 tested, 1.1% active; P78417; recombinant GSTO1, activity-based probe fluorescence polarization; inhibition, % at 5.96 µM;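 active = inhibition above the campaign mean inhibition plus 3 SD, cut at about 35% in these data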;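 note: 0% = GSTO1-1 with DMSO and 100% = wells lacking GSTO1-1 enzyme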
# PAD4 FP inh = PAD4 (human) enzyme inhibition. Q9UM07. recombinant PAD4, RCA probe fluorescence polarization. inhibition, % at 6.36 µM. 330,000 tested, 0.41% active;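 active = percent inhibition above a cutoff equal to the mean of all tested compounds plus 3 SD, cut at about 15% in these data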;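 note: 0% = PAD4 with RCA probe and DMSO and 100% = probe without PAD4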
# Target sequence (Q9UM07 whole entry, looked up): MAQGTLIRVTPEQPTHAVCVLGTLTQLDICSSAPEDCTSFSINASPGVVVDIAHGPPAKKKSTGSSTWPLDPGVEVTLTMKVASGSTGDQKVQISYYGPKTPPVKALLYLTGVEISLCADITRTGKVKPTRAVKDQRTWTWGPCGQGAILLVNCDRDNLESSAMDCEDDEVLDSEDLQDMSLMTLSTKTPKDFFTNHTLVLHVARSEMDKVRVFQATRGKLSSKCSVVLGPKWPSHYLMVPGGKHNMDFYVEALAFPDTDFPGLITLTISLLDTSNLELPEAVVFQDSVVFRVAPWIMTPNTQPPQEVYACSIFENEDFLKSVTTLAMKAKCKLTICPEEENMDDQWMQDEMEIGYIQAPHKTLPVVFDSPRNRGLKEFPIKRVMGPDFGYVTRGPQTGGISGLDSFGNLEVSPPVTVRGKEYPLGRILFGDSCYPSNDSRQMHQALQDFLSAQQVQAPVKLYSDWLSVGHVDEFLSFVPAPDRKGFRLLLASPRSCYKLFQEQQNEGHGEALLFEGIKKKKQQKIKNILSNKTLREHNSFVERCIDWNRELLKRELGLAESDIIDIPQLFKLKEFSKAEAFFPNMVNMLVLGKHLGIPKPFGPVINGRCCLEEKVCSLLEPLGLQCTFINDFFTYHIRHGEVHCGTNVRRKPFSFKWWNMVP
# pPAFAH inh = inhibitors of human plasma PAF acetylhydrolase (pPAFAH). recombinant pPAFAH, FP-rhodamine probe fluorescence polarization. inhibition, % at 3.39 µM. 330,000 tested, 1.5% active;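 active = inhibition above the mean inhibition across the screen plus 3 SD, cut at about 25% in these data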;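 note: inhibitors block binding of the rhodamine activity-based probe so polarization drops; 0% = enzyme with DMSO and 100% = wells lacking pPAFAH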
# Target sequence (Q13093 whole entry, looked up): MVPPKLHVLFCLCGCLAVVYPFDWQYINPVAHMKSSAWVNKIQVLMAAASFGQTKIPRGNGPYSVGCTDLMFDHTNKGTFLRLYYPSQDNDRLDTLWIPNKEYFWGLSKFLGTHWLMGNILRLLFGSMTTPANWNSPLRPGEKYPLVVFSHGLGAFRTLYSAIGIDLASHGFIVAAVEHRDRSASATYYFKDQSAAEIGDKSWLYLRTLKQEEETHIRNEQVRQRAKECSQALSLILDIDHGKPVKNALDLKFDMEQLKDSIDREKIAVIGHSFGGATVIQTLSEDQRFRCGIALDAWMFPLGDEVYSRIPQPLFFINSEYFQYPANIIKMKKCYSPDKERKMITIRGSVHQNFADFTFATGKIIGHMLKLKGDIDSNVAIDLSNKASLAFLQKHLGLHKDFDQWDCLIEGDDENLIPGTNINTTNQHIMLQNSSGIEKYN
# LYPLA2 inh = LYPLA2 (human) inhibition in PME1 counter-screen | 320,000 tested, 0.38% active | AID 2177 | O95372 | recombinant LYPLA2, FP-Rh probe fluorescence polarization | inhibition, % at 5.9 µM;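 active = inhibition above the screen-wide mean plus 3 SD, limit set per campaign, cut at about 26% in these data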;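 note: 0% = LYPLA2 with DMSO and 100% = wells lacking LYPLA2 enzyme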
# PAFAH1B3 inh = PAFAH1B3 (human) inhibition; inhibition, % at 3.39 µM; recombinant PAFAH1B3, FP-rhodamine probe, fluorescence polarization; 340,000 tested, 0.28% active;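 active = inhibition above the screen-wide average of all tested compounds plus 3 SD, cut at about 25% in these data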;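 note: 0% = enzyme with DMSO only and 100% = wells lacking PAFAH1B3 protein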
# Active calls of the source: *; · = not tested or not shown. A portion of the library, so the mix of outcomes need not match the whole.
SMILES,LYPLA1 inh,PME-1 primary,PREPL inh,PAFAH1B2 inh,GSTO1 counter,PAD4 FP inh,pPAFAH inh,LYPLA2 inh,PAFAH1B3 inh
c1ccc(C(c2ccccc2)c2noc(CN3CCN(C4CCCC4)CC3)n2)cc1,1,-2,10,5,4,-2,3,0,2
CCC(C)c1ccc(-n2c(=O)c3ccccc3n3c(=S)[nH]nc23)cc1 (configuration not stated),-1,6,-4,7,-2,-5,1,-5,9
O=[N+]([O-])c1ccc(OCC(O)CN2CCN(c3ccccc3F)CC2)cc1 (configuration not stated),-2,-9,12,5,-1,-4,-3,7,11
COc1ccc(/C=N/NC(=O)COc2cccc3ccccc23)c(C(=O)O)c1OC,0,3,2,5,5,2,15,0,0
COc1ccccc1C(=O)Nc1ccc2c(c1)nc1n2CCSC1,4,-4,7,4,-4,-1,4,-4,-7
O=C(CN1CCN(S(=O)(=O)c2cccc(Cl)c2)CC1)NCC1(N2CCOCC2)CCCCC1,5,8,35,13,·,-6,6,5,0
Cc1ccc(/C=C2\SC(=O)N(CCNC(=O)C3CSC4(C)CCC(=O)N34)C2=O)cc1 (configuration not stated),0,-2,37,3,10,-3,-2,0,8
Cc1oc(C(=O)O)cc1CSCc1cc(C(=O)O)c(C)o1,2,5,6,2,2,3,10,-2,3
COc1cc(/C=C/C(=O)O)cc(S(=O)(=O)N(CC(C)C)CC(C)C)c1OC,-2,-5,21,4,-4,-1,-3,1,2
O=C(O)/C=C\C(=O)O,-1,-6,-9,-2,-4,-2,-1,0,4
CN1C[N+]([O-])=C(c2ccccc2)C1(C)C,-2,-2,-10,-1,0,2,-3,-2,4
COCCN(C(=O)Nc1ccccc1)c1ccccc1,1,1,-1,2,3,-2,8,3,9
FC(F)(F)c1ccc(C2[C@H]3CN(CC4CCCCC4)[C@H](c4ccccc4)C34CC2(c2cccnc2)C4)cc1 (some centres not stated),-1,-1,4,4,-6,-8,2,2,-1
O=[N+]([O-])c1cc(S(=O)(=O)N2CCCC2)ccc1N/N=C/c1cccs1,-2,-1,-1,-1,4,5,2,4,-7
Cc1[nH]c(=S)sc1Cc1ccc(F)cc1,1,-1,-1,13,0,3,1,3,4
N#CCN1CCCC(C(N)=O)C1 (configuration not stated),0,5,-9,0,-9,2,1,-6,5
CCCCN(CCCC)CCn1cnc2c([nH]c3ccc(OC)cc32)c1=O,3,5,20,1,10,6,0,1,-3
CC(C)c1ccc(NC(=O)c2snc3ccc(Cl)cc23)cc1,-11,-1,-1,-1,-6,-3,-4,-23,-4
Cc1ccc(Nc2c(-c3ccc(N4CCOCC4)cc3)nc3cnccn23)cc1,1,8,16,0,1,4,9,-1,2
Cc1csc(-c2cnn(-c3ccccc3)c2NC(=O)c2cccc(F)c2)n1,3,0,9,-1,2,3,3,6,11
O=c1c2[nH]cnc2n(-c2ccc(F)cc2)c(=O)n1Cc1ccccc1,0,7,-1,5,1,-6,5,-4,7
CC(=O)Nc1ccc(N(C(=O)CNC(=O)c2cccs2)C(C(=O)NCC2CCCO2)c2ccccc2)cc1 (configuration not stated),0,1,8,4,10,-1,0,2,9
Cc1c(C(=O)N2CCN(c3ccccc3F)CC2)sc2nc(-c3ccccc3)cn12,1,5,-1,2,-1,-1,5,11,11
Cc1ccc(C(=O)O/N=C/c2c(C)nn(C)c2Cl)cc1,-1,1,39,-2,3,1,2,-7,5
CC(C)N1CCc2c(sc(NC(=O)c3ccc(S(=O)(=O)N4CCOCC4)cc3)c2C(N)=O)C1,5,-2,9,6,1,1,7,10,12
COC(CN(C)C(=O)C1CCCN(S(=O)(=O)c2ccc3c(c2)oc(=O)n3C)C1)OC (configuration not stated),2,5,2,-1,5,-1,-7,-6,-5
COc1ccc(C(=O)NC(=S)NNC(=O)CNC(=O)C2CCCCC2)cc1,3,2,1,1,8,4,15,3,8
Cn1c(N)c(C(=O)COC(=O)CCC(=O)c2cccs2)c(=O)n(C)c1=O,0,1,16,3,5,-7,0,-4,-3
OCCN(CCO)CC(O)COc1ccc(C23CC4CC(CC(C4)C2)C3)cc1 (configuration not stated),2,5,-7,17,-1,-2,10,6,-1
COc1c(C)cc(Br)cc1C(=O)Nc1ccccc1C,2,4,3,4,-2,-2,1,2,-2

# Some of the entries so far, with bars between the fields.
Structure | LYPLA1 inh | PME-1 primary | PREPL inh | PAFAH1B2 inh | GSTO1 counter | PAD4 FP inh | pPAFAH inh | LYPLA2 inh | PAFAH1B3 inh
Cc1csc(-c2cnn(-c3ccccc3)c2NC(=O)c2cccc(F)c2)n1 | 3 | 0 | 9 | -1 | 2 | 3 | 3 | 6 | 11
O=c1c2[nH]cnc2n(-c2ccc(F)cc2)c(=O)n1Cc1ccccc1 | 0 | 7 | -1 | 5 | 1 | -6 | 5 | -4 | 7

# Next part.
SMILES,LYPLA1 inh,PME-1 primary,PREPL inh,PAFAH1B2 inh,GSTO1 counter,PAD4 FP inh,pPAFAH inh,LYPLA2 inh,PAFAH1B3 inh
CCNC(=S)NNC(=O)CCn1cc(C)cn1,2,3,-3,-4,-3,2,3,4,6
O=C(Cn1nnc(-c2ccccc2)n1)N1CCN(c2ccc(F)cc2)CC1,1,2,10,5,1,2,-5,-2,1
COc1ccc(N=C(NN)c2ccc3ccccc3n2)cc1,-1,-5,5,-3,3,-6,6,0,1
CCOc1ccc(N2C(=O)C3C(c4ccc(OC)cc4OC)NC(CCSC)(C(=O)OC)C3C2=O)cc1 (configuration not stated),3,-1,-4,-1,0,-5,1,6,4
COC(=O)c1ccc(CN2CCC(CO)(CCOc3ccccc3)CC2)cc1,2,-6,-10,2,-3,1,1,10,7
Cc1ccc(S(=O)(=O)N2CCOCC2)cc1C(=O)OC(C)C(=O)NC1CCCC1 (configuration not stated),-3,-5,-1,2,·,1,-3,1,4
COc1cc(-c2nnc(NC(=O)CS(=O)(=O)c3ccc(C)cc3)o2)cc(OC)c1OC,0,0,-5,6,1,-1,5,2,2
Cc1nonc1OCCn1nnnc1N,1,-1,15,-2,-5,-1,-1,6,3
O=C(CCN1C(=O)COc2ccccc21)NCCN1CCc2ccccc2C1,0,-4,8,-2,9,0,3,3,2
COc1ccc(NC(=O)c2cnn3c(C(F)(F)F)cc(-c4ccco4)nc23)cc1OC,-2,-1,4,0,-13,0,4,4,6
CCN(CC)CCN1C(=O)C2C(C(=O)Nc3cccc(SC)c3)C3C=CC2(O3)C1C(=O)NC1CCCC(C)C1C (configuration not stated),1,-9,5,1,0,-2,-1,-2,4
CCOC(=O)c1c(C)c(C(=O)NCc2ccccn2)c(C)n1CC,-2,-1,5,1,11,-4,3,0,5
O=C(NCC(c1cccs1)N1CCOCC1)c1ccccc1NS(=O)(=O)c1ccc(Br)cc1 (configuration not stated),-1,2,12,7,-9,0,9,1,1
Cc1ccc(S(=O)(=O)Nc2ccc(NC(=O)Nc3ccc(F)cc3F)cc2)cc1,-19,11,12,1,-15,2,11,-18,4
COc1cc(OC)cc(C(=O)NCC2CCCN(C(=O)c3csc(C)n3)C2)c1 (configuration not stated),1,0,7,-6,6,1,2,7,1
COc1ccc(CN2C(=NC(=O)COc3ccccc3)SC3CS(=O)(=O)CC32)cc1 (configuration not stated),3,-1,22,6,7,-1,2,7,8
CCCCC1(COC(=O)CCC(=O)O)C(=O)N(c2ccccc2)N(c2ccccc2)C1=O,-2,0,-3,8,1,0,0,-2,1
Cc1ccc(NS(=O)(=O)c2ccc(CCC(=O)NCCO)cc2)cc1,1,2,-4,1,5,3,25*,1,1
CN(C)CCCNc1nc(-c2ccc(Cl)cc2)nc2ccccc12,0,-4,-25,-5,2,-1,-4,-11,3
Cc1cccc(N2CCN(C(=O)C(C)n3nc(C)n4c(cc5occc54)c3=O)CC2)c1C (configuration not stated),2,-2,17,1,9,1,0,2,-1
COc1ccccc1C(=O)NC(CCSC)C(=O)NNC(=O)c1ccncc1 (configuration not stated),-1,-2,14,3,8,2,0,-2,10
CN(Cc1cccc(F)c1)C(=O)c1cccc(S(=O)(=O)N2CCN(Cc3ccccc3)CC2)c1,-2,4,28,3,-3,-2,3,0,1
O=C1/C(=C\c2c(NCCOCCO)nc3ccccn3c2=O)SC(=S)N1Cc1ccco1,-37,-97,-58,-42,-39,-44,-21,-107,-78
Cc1ccc(S(=O)(=O)NC2(C(=O)O)CCCCC2)cc1,-1,-1,14,3,0,3,1,-1,5
COC(=O)C1=C(C(=O)OC)C2(OC1c1ccc(Br)cc1)C(=O)c1ccccc1C2=O (configuration not stated),-4,8,1,6,-1,-3,3,-1,13
Cc1c(C(=O)NCCC2=CCCCC2)cccc1[N+](=O)[O-],0,0,7,8,-5,-6,1,-2,5
COc1cc(/C=C2\C(=N)N3N=C(S(C)(=O)=O)SC3=NC2=O)cc(OC)c1OCCOc1ccc(C)cc1,-3,-5,-6,-3,-11,0,6,-9,2
OCC1(CCOc2ccccc2)CCN(Cc2nc3ccc(F)cc3[nH]2)CC1,-1,4,-10,8,2,-2,-3,3,6
COc1ccc(C)c2sc(N(CCCN(C)C)C(=O)c3ccc(S(=O)(=O)N(C)C)cc3)nc12,-6,-3,8,-2,0,6,3,-1,8
CCc1ccc(N(C(=O)c2snc(C(N)=O)c2N)C(C(=O)NC2CCCC2)c2ccco2)cc1 (configuration not stated),-9,-4,5,6,-2,-2,14,-6,-4
Nc1ccccc1Nc1ccc([N+](=O)[O-])cc1[N+](=O)[O-],-1,9,4,-1,0,-7,-2,4,7
CCc1nc2ccccc2n1Cc1ccccc1F,2,2,-2,3,0,4,6,5,5
CCN(CC)S(=O)(=O)c1cccc(C(=O)NC(C(=O)NC2=NCCS2)C(C)C)c1 (configuration not stated),-2,-2,0,2,-1,-4,0,-2,-2
CCOC(=O)C1CCCc2c1[nH]c1c(C(N)=O)cccc21 (configuration not stated),0,3,-5,2,1,-5,-3,2,10
COc1ccc(S(N)(=O)=O)cc1C(=O)NCC(C)(C)N1CCCCC1,-2,-2,15,3,-2,-5,4,-10,-10
Cc1sc(NC(=O)CSc2nnc(COc3ccc(Cl)cc3)n2C)c(C#N)c1C,-6,-13,-1,2,13,0,-4,-1,17
COc1ccccc1C1NC(=O)CS1 (configuration not stated),-1,0,8,8,-2,-3,-2,-5,2
CC(C)CCn1nnnc1CN1CCN(C(=O)c2ccco2)CC1,0,-2,-5,1,3,1,2,-3,4
CC(C)N1CCc2c(sc(N)c2C#N)C1,-6,-11,50*,1,-3,-13,0,-7,0
COCCNC(=O)C(c1ccc(C)o1)N(Cc1ccc(F)cc1)C(=O)Cn1nnc2ccccc21 (configuration not stated),-2,-1,-5,0,-1,-1,8,-4,12
Cc1c(CCCN)c2ccccc2n1Cc1ccccc1,-1,-2,8,-5,3,-4,12,5,-7
COc1ccc(NC(=O)CN2CCC(C)CC2)cc1,-1,2,2,7,-1,1,3,19,2
COCC(=O)N1CCCc2ccccc21,6,-2,1,-7,-1,-9,-3,11,-2
Cc1ccc2nc(-c3ccc(SCC(=O)N4CCc5ccccc54)nc3)[nH]c2c1,-38,-47,-11,0,-9,-4,-16,-64,0
COc1cccc(NS(=O)(=O)c2cc3c(cc2C)N(C(C)=O)CCO3)c1,-1,2,3,0,3,2,6,-3,2
CCOc1cc2c3c(c1)C(C)CC(C)(C)N3C(=O)C2=O (configuration not stated),2,2,12,3,6,-6,-2,-4,7
COc1cccc(NC(=O)CN(C)C(=O)c2ccccc2-c2nc3ccccc3s2)c1,-4,-5,2,1,10,-9,-8,-11,0
CCOc1cccc(C(=O)Nc2cccc(C(=O)NC(C)(C)C)c2)c1,-7,3,3,1,0,-1,4,-2,5
Cn1cnnc1SCC(=O)Nc1cccc(S(=O)(=O)N2CCCCCC2)c1,2,-3,2,1,0,2,3,7,0
